Tau fibril FP = inhibitors of human tau fibril formation. K18 P301L tau heparin fibrillization, Alexa594 FP, 6 h. P10636. AID 1468. 280,000 compounds, 0.39% hits. Potency, µM (doses to about 57.7 µM), for inactives: top-dose activity, negative = inhibition, actives largely listed as inhibitors; note: % is set by controls: 0 for no effect and ±100 for the full control effect; nearly all actives have a fitted effect of over 55% in size
Target sequence (P10636 561-689 P618L limits assumed): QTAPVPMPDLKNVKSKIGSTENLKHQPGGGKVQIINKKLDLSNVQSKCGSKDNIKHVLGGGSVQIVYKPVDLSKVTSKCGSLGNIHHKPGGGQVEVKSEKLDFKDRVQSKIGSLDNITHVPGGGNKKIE
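Quantitative HTS format: compounds meet 15 uM recombinant K18 P301L tau and Alexa 594-tau tracer in 100 mM sodium acetate pH 7; 20 uM heparin triggers fibrillization at 37 C over 6 hr; FP gives the signal.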
HTT aggregate = mutant huntingtin aggregation inhibition. PC12 HttQ103-GFP aggregates, Acumen cytometry, 40 h. Potency, µM (titrated, usually from 46.1 µM), inactives show top-dose activity change, negative = inhibition, most hits filed as inhibitors. 220,000 compounds, 1.1% hits; note: % is set by controls: 0 for no effect and ±100 for the full control effect; nearly all actives have a fitted effect of over 60% in size
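Inducible Q103 Huntingtin exon 1–GFP PC12 line, 1500 cells/well in phenol red free DMEM with 5% equine and 5% calf serum. Tebufenozide 100 nM induced expression; compounds titrated; aggregates quantified by cytometry.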
Tau fluor counter = counter-screen for tau fibril formation inhibitors; tau K18 P301L Alexa594 fluorescence, heparin fibrillization; AID 1463; Potency, µM (series often up to 57.7 µM), without a hit: at the top dose activity change, negative = decrease; 280,000 compounds, 0.93% hits; note: % is set by controls: 0 for no effect and ±100 for the full control effect; nearly all actives have a fitted effect of over 55% in size
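Human K18 P301L tau (15 uM unlabeled plus 0.24 uM Alexa 594-labeled, final) in 100 mM sodium acetate pH 7 was mixed with compound and 20 uM heparin and incubated 6 hr at 37 C.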
ALDH1A1 inh = blocks purified human ALDH1A1 activity. AID 1030. 220,000 compounds, 7.3% hits. Potency, µM (series often up to 75.3 µM), for the others: at the highest dose activity, negative = inhibition, actives largely listed as inhibitors. Purified ALDH1A1, NADH fluorescence, propionaldehyde substrate; active = well fitted inhibition curve with a large enough effect, not every such curve was filed as active; inconclusive = small, poorly fitted or top-dose-only effect, or another doubt; inactive = no such curve, though single readings can be large or run the other way;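 note: plate controls were no enzyme wells and a reference inhibitor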
Target sequence (P00352 whole entry, looked up): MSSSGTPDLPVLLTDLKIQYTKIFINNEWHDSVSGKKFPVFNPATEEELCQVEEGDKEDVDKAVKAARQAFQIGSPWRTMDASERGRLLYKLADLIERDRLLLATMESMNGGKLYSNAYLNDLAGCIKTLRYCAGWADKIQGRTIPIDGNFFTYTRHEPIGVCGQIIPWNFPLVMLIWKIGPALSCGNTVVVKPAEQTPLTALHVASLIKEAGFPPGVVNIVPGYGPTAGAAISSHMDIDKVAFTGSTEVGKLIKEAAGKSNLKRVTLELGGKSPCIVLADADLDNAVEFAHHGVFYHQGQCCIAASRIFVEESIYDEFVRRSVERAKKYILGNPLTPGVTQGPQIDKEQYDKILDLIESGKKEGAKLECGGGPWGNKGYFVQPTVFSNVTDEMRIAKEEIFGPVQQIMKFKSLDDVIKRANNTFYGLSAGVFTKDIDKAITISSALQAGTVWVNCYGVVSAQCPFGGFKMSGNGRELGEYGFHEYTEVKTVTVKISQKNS
Tau fibril ThT = blocks human tau fibril formation measured by thioflavin T. Potency, µM (highest dose often 57.4 µM), for the others: at the highest dose activity, negative = inhibition, hits mostly inhibitors. AID 1460. recombinant tau K18 P301L (four-repeat tau fragment), heparin-induced fibrillization, ThT fluorescence. 270,000 compounds, 2.1% hits. P10636; note: % is set by controls: 0 for no effect and ±100 for the full control effect; nearly all actives have a fitted effect of over 55% in size
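Aggregation was driven by heparin (20 uM final) acting on recombinant tau […] bearing P301L in 100 mM sodium acetate pH 7; fibrils were detected with Thioflavin T.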
SMN2 splice enh = enhancers of SMN2 splice variant expression. 210,000 compounds, 2.8% hits. Potency, µM (top dose mostly 46.1 µM), for inactives: at the top dose activity change, positive = activation, most hits filed as activators. AID 1458. HEK293 SMN2-luciferase splicing reporter, luminescence, 30-36 h; note: % of control where 0% means no effect; nearly all actives have a fitted effect of over 55% in size
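HEK293 cells carry an SMN2 […]–luciferase reporter in which exon 7 inclusion puts luciferase in frame. Cells were plated 10-12 h before compound addition, then incubated 30-36 h at 37C. ONE-Glo luminescence was read; sodium butyrate at 4.5 mM final served as control.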
KDM4E inh = blocks human JMJD2E demethylase activity; B2RXH2; JMJD2E catalytic domain, FDH-coupled NADH fluorescence (FDH is formaldehyde dehydrogenase); Potency, µM (series often up to 57.1 µM), inactives show top-dose activity change, negative = inhibition, most hits filed as inhibitors; 230,000 compounds, 1.6% hits; AID 2147; active = well fitted inhibition curve with a large enough effect, not every such curve was filed as active; inconclusive = small, poorly fitted or top-dose-only effect, or another doubt; inactive = no such curve, though single readings can be large or run the other way;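 note: 0% = wells with enzyme and -100% = buffer wells without enzyme; nearly all actives have a fitted effect of over 50% in size; many of its hits are not listed in these tables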
HTT ATP protect = Huntington cell model cytoprotection by ATP luminescence; 230,000 compounds, 0.14% hits; PC12 HTT-Q103 induced, cytoprotection, ATP luminescence, 40 h; Potency, µM (top dose mostly 56.4 µM), for inactives: cytoprotection (ATP increase), hits mostly activators;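 note: % of control where 0% means no effect; nearly all actives have a fitted effect of over 45% in size; toxic huntingtin expression switched on by the ecdysone agonist tebufenozide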
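PC12 cells with ecdysone-inducible HTT exon 1 Q103-GFP, induced with 100 nM tebufenozide and co-treated with library compounds in a dose series (1536-well, 1500 cells/well). Cytoprotection read as ATP content by ATPlite luminescence.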
An asterisk follows results filed as active; u = inconclusive; x = not tested or not shown; [ ] = another dose, or the depositor's remark. Unless noted, calls come from the whole dose curve; as a rule, active = well fitted curve in the direction sought with a large enough effect; inconclusive = small, poorly fitted or top-dose-only effect, or another doubt; inactive = no such curve, though single readings can be large; an effect the other way counts as inactive or inconclusive. Potency is the fitted concentration of half-maximal effect.

cpd	compound	Tau fibril FP	HTT aggregate	Tau fluor counter	ALDH1A1 inh	Tau fibril ThT	SMN2 splice enh	KDM4E inh	HTT ATP protect
1	CCCSCCCNC(=O)CC1Oc2ccccc2NC1=O (stereo unspecified)	2%	7%	-6%	8%	-2%	16%	7%	-16%
2	CCc1noc(C)c1C(=O)N1CCCC(C(=O)c2cc(F)ccc2F)C1 (stereo unspecified)	2%	12%[9.22 µM]	0%	-2%	-3%	-18%	-7%	-1%[10 µM]
3	COC(=O)c1ccc(C(=O)OC)c(NC(=O)/C=C/C(=O)O)c1	-6%	23%[9.22 µM]	-7%	x	-15%	x	u	15%[10 µM]
4	O=C(CN(CC1CCCO1)C(=O)CCC(=O)Nc1ccccn1)NCC1CCCO1 (stereo unspecified)	4%	-19%	5%	7%	5%	-4%	-5%	-12%[1.9 µM]
5	Cn1c([N+](=O)[O-])cnc1N1CCN(c2nncs2)C1=O	4%	22%[9.22 µM]	-4%	-3%	-4%	x	-9%	29%[10 µM]
6	O=C(NNc1ncnc2c1cnn2-c1ccccc1)c1cccs1	2%	-9%	-6%	u	-16%	0%	0%	-39%[inhibitor]
7	CCc1cccc(C)c1NC(=S)NCc1cccn1C	3%	-7%	-8%	14µM*	-3%	-8%[1.84 µM]	7%	5%[10 µM]
8	COc1ccc(N=Nc2nc3ccc(Br)cc3n2C)cc1	3%	1%	-22%	u	1.6µM*	u	7%	-96%[inhibitor]
9	CCOC(=O)c1c(C)c(C(=O)NC2CCCCC2)c(C)n1CC	-8%	6%	-12%	4%	-14%	-3%	5%	4%[10 µM]
10	CC(=O)Cn1nnc2sc3c(c2c1=O)CCC(C(C)(C)C)C3 (stereo unspecified)	2%	-19%	-9%	10%	-3%	21%	7%	-24%[10 µM]
11	CCS(=O)(=O)N1CCN(Cc2nc3ccccc3c(=O)[nH]2)CC1	2%	5%	7%	-1%	2%	2%	-2%	-11%[10 µM]
12	S=C(NC1CCCCC1)N1CCc2[nH]c3ccccc3c2C1	4%	-25%[9.22 µM]	u	x	-1%	x	4%	-14%[10 µM]
13	COc1cc(OC)cc(-c2cc3nc(C)c(CCC(=O)O)c(C)n3n2)c1	-4%	30%	-15%	u	-20%	-36%[inhibitor]	u	-19%
14	Cc1nn(-c2ccccc2)c(Cl)c1/C=N/NC(=O)CNc1n[nH]c(=O)[nH]c1=O	-2%	-6%	-13%	1%	-15%	-9%	2%	-23%
15	COc1ccc(CCNC(=O)c2ccc3c(c2)CCN3S(=O)(=O)c2ccccc2)cc1OC	-7%	x	u	x	u	-28%	x	x
16	COc1ccc(CNCc2ccc(C(=O)O)s2)cc1	-16%	x	-11%	x	-2%	7%	x	x
17	Cc1ccc(C(=O)NNC(=O)c2ccc(C)cc2)cc1	3%	10%	-6%	18%	-10%	9%	3%	-35%[inhibitor]
18	O=C(COC(=O)C1CCN(S(=O)(=O)c2cccs2)CC1)Nc1ccccc1Br	-8%	-2%[9.22 µM]	-18%	-15%	-6%	-1%	1%	-11%[10 µM]
19	COc1ccc(CC(=O)O/N=C(\N)Cc2cccc3ccccc23)cc1	11%	2%	-26%	u	u	2%	-7%	7%[10 µM]
20	CN(C)C=Nc1ncc2c([nH]c3ccccc32)c1C#N	-6%	6.3µM*	-3%	u	-10%	12%	u	-21%
21	Cc1c(C(=O)Nc2ccccc2)csc1-c1ccccc1	-6%	12%	-25%	-2%	u	13µM*	-5%	x
22	Cc1ccc(-c2n[nH]c(=S)n2/N=C/c2cccn2C)cc1	1%	2%	-9%	-16%	-9%	-23%	-2%	-12%
23	Cc1cc(NCCN2CCOCC2)n2c(nc3ccccc32)c1C#N	1%	10%	4%	u	0%	-20%	u	-25%
24	CCN(CC)CCC(c1ccc2c(c1)OCO2)c1c(OC)cc(OC)c2ccc(=O)oc12 (stereo unspecified)	1%	17%[9.22 µM]	-9%	x	-7%	x	-2%	0%[10 µM]
25	CCN1C=C(Cc2cccs2)C2=C(C1)C(c1cccs1)C(C#N)=C(N)O2 (stereo unspecified)	-9%	9%	-23%	20µM*	22µM*	3%	u	-45%[inhibitor]

As a short view, 3 of the compounds above.
cpd	compound	Tau fibril FP	HTT aggregate	Tau fluor counter	ALDH1A1 inh	Tau fibril ThT	SMN2 splice enh	KDM4E inh	HTT ATP protect
23	Cc1cc(NCCN2CCOCC2)n2c(nc3ccccc32)c1C#N	1%	10%	4%	u	0%	-20%	u	-25%
24	CCN(CC)CCC(c1ccc2c(c1)OCO2)c1c(OC)cc(OC)c2ccc(=O)oc12 (stereo unspecified)	1%	17%[9.22 µM]	-9%	x	-7%	x	-2%	0%[10 µM]
25	CCN1C=C(Cc2cccs2)C2=C(C1)C(c1cccs1)C(C#N)=C(N)O2 (stereo unspecified)	-9%	9%	-23%	20µM*	22µM*	3%	u	-45%[inhibitor]

Profiles, quoted from the list. Values in the order: Tau fibril FP | HTT aggregate | Tau fluor counter | ALDH1A1 inh | Tau fibril ThT | SMN2 splice enh | KDM4E inh | HTT ATP protect
Cn1c([N+](=O)[O-])cnc1N1CCN(c2nncs2)C1=O across the screens: 4% | 22%[9.22 µM] | -4% | -3% | -4% | x | -9% | 29%[10 µM]
COC(=O)c1ccc(C(=O)OC)c(NC(=O)/C=C/C(=O)O)c1 across the screens: -6% | 23%[9.22 µM] | -7% | x | -15% | x | u | 15%[10 µM]
CCc1noc(C)c1C(=O)N1CCCC(C(=O)c2cc(F)ccc2F)C1 (stereo unspecified) across the screens: 2% | 12%[9.22 µM] | 0% | -2% | -3% | -18% | -7% | -1%[10 µM]
CCN1C=C(Cc2cccs2)C2=C(C1)C(c1cccs1)C(C#N)=C(N)O2 (stereo unspecified) across the screens: -9% | 9% | -23% | 20µM* | 22µM* | 3% | u | -45%[inhibitor]
CCN(CC)CCC(c1ccc2c(c1)OCO2)c1c(OC)cc(OC)c2ccc(=O)oc12 (stereo unspecified) across the screens: 1% | 17%[9.22 µM] | -9% | x | -7% | x | -2% | 0%[10 µM]

Assay outcomes as filed in PubChem BioAssay.

Not all compounds are listed; rates above refer to the full screens.
